# Lipid storage S3: qHTS Assay for Lipid Storage Modulators in Drosophila S3 Cells; Drosophila S3 cells, BODIPY lipid droplet fluorescence, 18-24 h; cells fed with added oleic acid; Potency in µM for hits, for the others lipid storage change, negative = inhibition, % at the top dose, mostly 46.1 µM; 320,000 compounds, 0.64% hits; active = well fitted inhibition curve with a large enough effect in the signal ratio, with a control signal flat, not every such curve was filed as active; inconclusive = small, poorly fitted or top-dose-only effect, or effect the other way, or a change in a side signal; the % refers to the signal ratio
#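 Drosophila S3 cells loaded with oleic acid (400 uM, as added) and compounds at several concentrations; lipid droplets imaged by 488-nm laser-scanning cytometry, 500–530 nm intensity and object ratio to cell channel. Percent activity normalized to 20 uM Triacsin C.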
# Lipid storage S3 cell count max: further read-out of Lipid storage S3, marked with its call; cell number change, %; measured here: cell count max response;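 cells counted by Cell Tracker Red CMTPX staining in the red channel; peak over a dose series mostly up to 46.1 µM; percent activity relative to internal control wells on each plate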
# * marks the source's active call; other numbers are inactive results; i = inactive; ? = inconclusive; / = not tested or not shown. % is set by controls: 0 for no effect and ±100 for the full control effect; potency is the fitted concentration of half-maximal effect. Not all compounds are listed, so the mix of outcomes need not match the whole.
molecule	Lipid storage S3	Lipid storage S3 cell count max
COc1ccc(CN(C(=O)c2ccc(-c3ccccc3)[nH]2)C(C(=O)NCC2CCCO2)c2ccc(C)o2)cc1 (stereo not drawn)	-9%	-9
COc1ccc(OCc2cc(C(=O)NCCCc3ccccc3)no2)c(Cl)c1	-15%	/
O=C(CCc1ccccc1)Nc1ccccc1[N+](=O)[O-]	11%	0
Cc1ccc(CNC(=O)CSc2ccc(-c3ccco3)nn2)cc1	-2%	-7
O=C(NCCN1C(=O)S/C(=C\c2ccc(OC(F)F)cc2)C1=O)c1cnccn1	?	/
COc1cccc(-c2csc(N3CCN(C(=O)Nc4ccccc4OC)CC3)n2)c1	14%	0
Cc1cc(NC(=O)c2cc3ccccc3oc2=O)no1	3%	-10
c1ccc(-c2noc(CSc3nnc(Cc4cccs4)n3-c3ccccc3)n2)cc1	6%	10
C/C(CC(=O)Nc1ccc(Cl)cc1C(F)(F)F)=N\NC(=O)c1ccccn1	?	/
CC(=O)Nc1ccc(NC(=O)Cn2c(=O)n(-c3ccccc3)c(=O)c3oc4ccccc4c32)cc1	?	/
CCCCNC(=O)C1C2C=CC3(CN(Cc4ccc(C)cc4)C(=O)C13)O2 (stereo not drawn)	-2%	4
C/C(=N\Nc1ccc([N+](=O)[O-])cc1)c1ccc(-n2nncc2C)cc1	?	/
COc1ccc(Cl)cc1C(=O)O/N=C(\N)c1ccccn1	?	/
CC(=O)/C(N=Nc1nc2c([nH]1)c(=O)n(C)c(=O)n2C)=C(\C)O	?	/
CCC(C)N1CCCCC1C(=O)Nc1c(C)cc(C)cc1C (stereo not drawn)	11%	7
CCN(CC)CCN(C(=O)c1ccc(S(=O)(=O)N(CC)c2ccccc2)cc1)c1nc2c(OC)ccc(OC)c2s1	?	/
CC1CC(C)CN(C(=O)Cn2c(SCC(=O)N3CCc4ccccc4C3)nc3ccccc32)C1 (stereo not drawn)	?	/
COc1ccc(OCC(=O)OCC(=O)Nc2ccc(S(=O)(=O)N3CCCCC3)cc2)cc1	?	/
COc1ccc2c(c1)C(C)=CC(C)(C)N2C(=O)CN1C(=O)CCC1=O	3%	1
Cc1cc(CSc2ccccc2)ccc1NC(=O)COc1ccccc1	?	/
S=C(Cc1ccccc1)NCCc1ccccc1	17%	/
CC1=C(C(=O)Nc2ccccc2C)C(c2ccc(C)o2)C2=C(CCCC2=O)N1 (stereo not drawn)	?	/
COc1cc2[nH]c(=O)n(CCC(=O)N3CCC(N4CCCCC4)CC3)c(=O)c2cc1OC	?	/
CCOC(=O)CCC(NC(=O)c1cncc(O)c1)C(=O)OCC (stereo not drawn)	25%	-9
Cc1noc(C)c1C(=O)Nc1cc(Cl)ccc1N1CCOCC1	4%	-12
NC(=O)C1(N2CCCCC2)CCN(C2CC(=O)N(CCc3ccccc3)C2=O)CC1 (stereo not drawn)	?	/
CN1CCN(c2oc(-c3ccc([N+](=O)[O-])cc3)nc2C#N)CC1	-15%	11
CCN(CC)C(=O)c1[nH]cnc1C(=O)N[C@H](C)c1ccccc1	?	/
O=C1NC2(O)C(=O)c3ccccc3C2(O)N1 (stereo not drawn)	0%	16
CCOC(=O)c1c(C)c(C(=O)NCc2ccccc2OC)c(C)n1C	1%	-7
O=C(Nc1ccccc1)N1CCc2ccccc2C1	-3%	-5
COc1cccc(CNc2ccc(F)c([N+](=O)[O-])c2)c1O	13%	-6
O=C(NNC(=O)c1ccncc1)Nc1cccc(C(F)(F)F)c1	i	1
CN(Cc1ccccc1)C(=O)CCS(=O)(=O)c1ccc2c(c1)n(C)c(=O)c(=O)n2C	?	/
COc1ccc(-c2ccnc3c(C#N)cnn23)cc1	?	/
COc1ccc(CCNC(=O)CN2CCC(n3nnc4cc(F)ccc43)CC2)cc1OC	20%	-2
CN(C)C(=O)COC(=O)c1cccc(S(=O)(=O)N2CC3(C)CC2CC(C)(C)C3)c1 (stereo not drawn)	?	/
COc1ccc(/C=N/NC(=O)c2cccc(NC(=O)c3ccccc3Cl)c2)cc1	i	0
COc1ccc2[nH]c(CN3CCC(n4nccc4NC(=O)C4CC4)CC3)c(C)c2c1	?	/
COc1ccc(-c2nnc3n2N=C(C)CS3)cc1OC	?	/

# Another view of part of the listing above:
# Values in the order – Lipid storage S3, Lipid storage S3 cell count max
> CN(Cc1ccccc1)C(=O)CCS(=O)(=O)c1ccc2c(c1)n(C)c(=O)c(=O)n2C
 : ?, /
> COc1ccc(-c2ccnc3c(C#N)cnn23)cc1
 : ?, /
> COc1ccc(CCNC(=O)CN2CCC(n3nnc4cc(F)ccc43)CC2)cc1OC
 : 20%, -2
> CN(C)C(=O)COC(=O)c1cccc(S(=O)(=O)N2CC3(C)CC2CC(C)(C)C3)c1 (stereo not drawn)
 : ?, /
> COc1ccc(/C=N/NC(=O)c2cccc(NC(=O)c3ccccc3Cl)c2)cc1
 : i, 0

# Next compounds follow.
molecule	Lipid storage S3	Lipid storage S3 cell count max
Cc1ccc(C(=O)CCC(=O)N2CCN(C(=O)c3ccco3)CC2)cc1	?	/
CCOc1ccc(NC(=O)Cn2nnc(C(=O)NCc3ccc(OC)cc3)c2N)cc1	29%	/
CCc1nnc(NC(=O)NC(C)(C)C)s1	?	/
CCn1cc(S(=O)(=O)NCc2ccc(OC)cc2)cn1	21%	/
CC(OC(=O)CC1CCCC1)C(=O)Nc1ccc(S(N)(=O)=O)cc1 (stereo not drawn)	?	/
Cc1cc(NC(=O)Nc2ccccc2)n(-c2ccccc2)n1	?	/
COc1ccccc1NS(=O)(=O)c1cc(C(=O)NCC2CCCO2)ccc1C (stereo not drawn)	i	-7
Cc1ccc(C(=O)c2ccccc2C(=O)OCC(=O)Nc2ccc(SC(F)F)cc2)cc1	?	/
COc1ccc(-n2cc(-c3ccccc3)[nH]c2=S)cc1	0%	-13
Cc1ccc(C(=O)OCC(=O)N(C)C2CCS(=O)(=O)C2)cc1S(=O)(=O)N1CCCCC1 (stereo not drawn)	7%	15
FC(F)(F)c1cccc(NC(=S)NCc2ccc(Cl)cc2)c1	?	/
O=C(c1ccccc1)c1cccc(C(=O)c2ccccc2)c1	?	/
COc1ccc(NC(=O)CCC(=O)NCc2ccco2)c([N+](=O)[O-])c1	?	/
CN(C)S(=O)(=O)c1cccc(C(=O)Nc2cc(Cl)ccc2O)c1	10%	-14
CN(Cc1ccccc1)C(=O)COC(=O)c1cc(S(=O)(=O)N(C)C)ccc1N1CCCC1	?	/
NC(=O)CCCc1nc(-c2ccccc2Cl)no1	-2%	-20
O=c1cc(-c2ccccc2)[nH]c2nc3ccccc3n12	?	/
COc1ccc(OCC(=O)N/N=C(\C)CC(=O)Nc2ccc(NC(C)=O)cc2)cc1	?	/
C=CCN(c1ccccc1)S(=O)(=O)c1c(C)[nH]c(=O)[nH]c1=O	-1%	11
COc1ccc(CCNC(=O)c2ccc3nc4cc(Cl)ccc4c(=O)n3c2)cc1OC	?	/
Clc1ccccn1	?	/
CN=c1scc(-c2ccc([N+](=O)[O-])cc2)n1/N=C/c1ccco1	?	/
C=CCOC(=O)C1=C(C)Nc2nc3ccccc3n2C1c1ccncc1 (stereo not drawn)	-6%	-13
O=S1(=O)C=C(Sc2nnc(-c3ccccc3)o2)c2ccccc21	?	/
CCOC(=O)c1cnc2nc(Cc3ccccc3)[nH]n2c1=O	?	/
Cc1ccccc1-c1nnc(-c2cccs2)o1	?	/
CC(=O)c1ccc(NC(=S)NCc2ccco2)cc1	11%	-5
O=C(C[n+]1cccc(CNC(=O)c2ccc(OC(F)F)cc2)c1)c1ccccc1	?	/
O=C(O)c1cccc(C(=O)O)c1Br	?	/
O=C(COC(=O)c1cccc(S(=O)(=O)N2CCOCC2)c1)Nc1ncc(Cl)cc1Cl	?	/
O=C(Cc1nc2ccccc2[nH]1)c1ccc([N+](=O)[O-])cc1	?	/
CCOc1ccc(N(CC(=O)Nc2cccc(C)c2)S(C)(=O)=O)cc1	?	/
[O-]c1n[n+](-c2ccc(Cl)cc2)cc2ccccc12	-17%	-12
Cc1[nH][nH]c(=O)c1C(c1ccc(-c2cccc(C(=O)O)c2)o1)c1c(C)[nH][nH]c1=O	0%	7
CC(NC(=O)c1cc(S(=O)(=O)N2CCOCC2)cn1C)c1ccccc1 (stereo not drawn)	?	/
Cc1cc(C)n(S(=O)(=O)c2ccc3ccccc3c2)n1	i	10
N#C[C@@H]1N(Cc2ccccc2)C(=O)[C@H]2CC3C=CC21O3 (stereo partly drawn)	?	/
Cc1cc(NCCO)nc(-n2nc(C)cc2C)n1	?	/
CC(=O)NC(CC(=O)Oc1ccc(C)cc1Br)c1ccccc1 (stereo not drawn)	?	/
C=CCCN(C(CC(C)C)C(=O)OC)S(=O)(=O)c1ccccc1Br (stereo not drawn)	14%	1

# Four records drawn at random from those above:
molecule	Lipid storage S3	Lipid storage S3 cell count max
Cc1cc(C)n(S(=O)(=O)c2ccc3ccccc3c2)n1	i	10
CC(NC(=O)c1cc(S(=O)(=O)N2CCOCC2)cn1C)c1ccccc1 (stereo not drawn)	?	/
O=C(C[n+]1cccc(CNC(=O)c2ccc(OC(F)F)cc2)c1)c1ccccc1	?	/
C=CCCN(C(CC(C)C)C(=O)OC)S(=O)(=O)c1ccccc1Br (stereo not drawn)	14%	1

# Remaining list, next part.
Molecule | Lipid storage S3 | Lipid storage S3 cell count max
CC(=O)c1ccc(S(=O)(=O)Nc2ccc(C(=O)NCCCn3ccnc3)cc2)cc1 | ? | /
CS(=O)(=O)N1CCC(C(=O)Nc2cc(C(F)(F)F)ccc2Cl)CC1 | 4% | 2
Cc1ccc(C)c2c1cc(C)c1nnc(SCC(=O)c3cccs3)n12 | 28% | -1
COc1ccc(-c2ccc(-c3nnc(Cc4ccc(OC)c(OC)c4)o3)cc2)cc1 | 10% | -2
Cc1ccc2c(c1)N(CCC(=O)NCCCOC(C)C)C(=O)C(C)O2 (stereo not drawn) | -7% | -7
COCCCNC(=O)Cn1nnc(-c2ccc(NC(=O)c3cccnc3)cc2)n1 | ? | /
Cc1cc(C)nc(-n2nc(C)cc2NC(=O)c2cccc(S(=O)(=O)N3CCOCC3)c2)n1 | ? | /
Cc1cccc(NC(=O)CCc2ccc(S(=O)(=O)NC3CCCCC3)cc2)c1 | ? | /

# Entries of single compounds, looked up by structure. Screens in order: Lipid storage S3 | Lipid storage S3 cell count max
# CC(=O)c1ccc(S(=O)(=O)Nc2ccc(C(=O)NCCCn3ccnc3)cc2)cc1 is entered as ? | /
# CS(=O)(=O)N1CCC(C(=O)Nc2cc(C(F)(F)F)ccc2Cl)CC1 is entered as 4% | 2

# The results go on:
Molecule | Lipid storage S3 | Lipid storage S3 cell count max
Cc1ccc(S(=O)(=O)N2CCC(C)CC2)cc1C(=O)NCCN1CCOCC1 | ? | /
CN(Cc1ccc(OC(F)F)cc1)C(=O)c1ccc2nccnc2c1 | ? | /
CCOc1ccc(NC(=O)c2ccc(OCC3CCCO3)cc2)cc1S(=O)(=O)N(CC)CC (stereo not drawn) | -4% | -16
Cc1ccc(S(=O)(=O)N(C)c2ccccc2C(=O)NC2CCCC2)cc1 | ? | /
COc1ccc2c(c1)c(CC(=O)O)c(C)n2C(=O)c1ccc(Cl)cc1 | -3% | 4
CN1c2ccccc2-c2nc3ccccc3n2C1c1ccncc1 (stereo not drawn) | ? | /
Cc1ccccc1C(=O)N1CCC(C(=O)Nc2ccc(S(=O)(=O)N3CCOCC3)cc2)CC1 | ? | /
COc1ccc(OCC(=O)Nc2cc(-c3nn4c(C)nnc4s3)ccc2C)cc1 | ? | /
COC(=O)c1ccc(OC(=O)c2cccs2)cc1 | ? | /
COc1ccc(OC)c(N=C2C(=O)Nc3ccccc32)c1 | 16% | 12
COc1cc(/C=C/C(=O)O)ccc1OS(=O)(=O)c1ccc(C)cc1 | ? | /
COc1nc(OC/C(N)=N/O)nc(N2CCOCC2)n1 | i | 5
CCOC(=O)C(=CNNc1ccsc1C(=O)OC)C(=O)OCC | 11% | 11
NC(=O)C[C@@H]1NC(=O)[C@H](CCC(=O)O)NC(=O)c2cc([N+](=O)[O-])cc(I)c2OCC[C@@H](C(N)=O)NC1=O | -11% | 2
CCCc1nc(SCC(=O)NCc2ccco2)c2c(=O)n(C)c(=O)n(C)c2n1 | ? | /
O=[N+]([O-])c1ccc(N(CC(O)CN2CCCCC2)S(=O)(=O)c2ccccc2)cc1 (stereo not drawn) | -7% | -25
COc1ccc(CCNc2c(N)n(Cc3ccccc3)c(=O)[nH]c2=O)cc1OC | ? | /
CN(C)S(=O)(=O)N(CC(=O)N1CCN(c2ccccc2)CC1)c1ccccc1 | 2% | 7
Cc1ccccc1CN1CCN(C2CCC2)CC1CCO (stereo not drawn) | 18% | 14
Cc1ccc(NC(=O)CCN2CCCCC2)cc1 | ? | /
CC(C)(C)C(=O)NC(=S)NNC(=O)c1ccc(Cl)cc1Cl | ? | /
CCCCCCC(C)n1cc(C(C)=O)c(=O)n(C)c1=O (stereo not drawn) | 16% | /
CCCCOC(=O)c1nnc(-c2ccccc2)o1 | -3% | 4
O=C(COc1cccnc1[N+](=O)[O-])NCc1ccc(F)cc1 | 7% | 10
CCOC(=O)C1=C(C)N(CCCC(=O)O)C(=O)NC1c1ccccc1OS(=O)(=O)c1ccc(C)cc1 (stereo not drawn) | 20% | /
COc1ccc(-n2c(=S)[nH]c3c(sc(=S)n3-c3ccccc3)c2=O)c(OC)c1 | 6% | 2

# Compound activity (PubChem BioAssay)
